Compound activity as filed in PubChem.
RPL19A TOR yeast – alters RPL19A-GFP fluorescence in TOR pathway yeast screen; percent response vs DMSO, % at 10 µM; 0.3% of 330,000 active; S. cerevisiae RPL19A-GFP strain, flow cytometry, 3 h; active compounds read low;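 active means percent response vs DMSO below 50%; inconclusive means fewer than 70 events counted for the yeast strain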;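 further: median channel GFP fluorescence of the barcoded RPL19A-GFP strain; ratio of sample median GFP to plate DMSO average so 100% = DMSO; lower means less RPL19A-GFP as with rapamycin TOR inhibition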
proCasp7 act – counter-screen for procaspase-3 activators: activators of human procaspase-7; P55210; 0.093% of 330,000 active; AID 463210; activation, % at 8.5 µM; recombinant procaspase-7, Ac-DEVD-pNA absorbance 405 nm; D23A/D198A/D206A triple mutant, cannot self-cleave; scale: DMSO 0, 5 µM enzyme 100;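 active means percent activation above the screen-wide mean plus 3 SD, cut at about 25% in these data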
Target sequence (P55210 whole entry D23A/D198A/D206A): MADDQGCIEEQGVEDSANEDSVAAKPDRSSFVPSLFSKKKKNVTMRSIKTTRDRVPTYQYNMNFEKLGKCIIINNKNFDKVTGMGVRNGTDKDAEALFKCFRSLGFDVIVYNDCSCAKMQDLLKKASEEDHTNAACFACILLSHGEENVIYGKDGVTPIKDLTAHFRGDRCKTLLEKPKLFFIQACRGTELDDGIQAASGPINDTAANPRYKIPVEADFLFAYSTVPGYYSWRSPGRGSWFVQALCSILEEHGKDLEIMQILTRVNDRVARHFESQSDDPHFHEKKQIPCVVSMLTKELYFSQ
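Material: Procaspase-7 triple mutant (PC-7 D3A) | Quantity: 2 µM procaspase-7 mutant as dispensed | Reagent: DEVD-pNA substrate | Times: 1 h preincubation, 2 h reaction | Technique: 405 nm absorbance of p-nitroaniline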
JMJD2C inh – blocks human GASC-1 demethylase activity | Q9H3R0 | GST-JMJD2C(1-420) H3K9me3 demethylation, DELFIA europium | inhibition, % at 2.35 µM | 0.069% of 330,000 active;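 active means more than half of a compound's replicate wells show inhibition beyond 50%, single wells judged on their own value; inconclusive means some, but no more than half, of replicates pass 50% inhibition; inactive means no replicate passes 50% inhibition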;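 further: signal counts dimethyl H3K9 product captured on neutravidin plate; 0% = median of DMSO wells and 100% = 0.3 times that DMSO median; strong numbers were not always called active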
Target sequence (Q9H3R0 1-420 limits assumed): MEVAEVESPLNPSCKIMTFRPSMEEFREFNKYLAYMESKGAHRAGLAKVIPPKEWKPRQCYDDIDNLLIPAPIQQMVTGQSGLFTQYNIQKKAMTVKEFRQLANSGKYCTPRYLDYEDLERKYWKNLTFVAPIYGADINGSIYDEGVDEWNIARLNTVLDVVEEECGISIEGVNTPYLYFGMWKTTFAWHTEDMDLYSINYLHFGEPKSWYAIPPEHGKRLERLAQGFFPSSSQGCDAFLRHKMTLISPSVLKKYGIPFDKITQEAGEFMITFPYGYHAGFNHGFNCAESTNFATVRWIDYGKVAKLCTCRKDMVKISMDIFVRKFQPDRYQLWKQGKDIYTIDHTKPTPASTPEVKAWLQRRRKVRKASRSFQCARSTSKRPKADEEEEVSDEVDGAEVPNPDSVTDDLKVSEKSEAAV
CR mimetic SO – lowers age-related superoxide in aged yeast cells | S. cerevisiae aged cells, superoxide DHE fluorescence; active compounds read low | superoxide response (% of plate mean), % at 10 µM | 0.18% of 330,000 active;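 active means superoxide response under a set limit, about three screen SD below normal, cut at about 65% in these data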;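 further: yeast aged for seven days with compound at 30 °C before DHE staining; 100% = average MFI of all compound-treated wells on the plate with controls excluded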
MEP2 TOR yeast – modulators of TOR pathway MEP2-GFP in S. cerevisiae. GFP response vs DMSO, % at 10 µM. AID 2016. 0.51% of 330,000 active. S. cerevisiae MEP2-GFP strain, flow cytometry GFP, 3 h; 100% = DMSO control level;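 active means GFP response versus DMSO above a set limit, roughly screen mean plus 3 SD, cut at about 180% in these data; inconclusive means fewer than 70 cells counted for a yeast strain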;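 further: median GFP fluorescence of the barcode-gated MEP2-GFP cells per well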
AHR activator – activates the human aryl hydrocarbon receptor; P35869; AHR-responsive luciferase reporter cells, luminescence; activation, % at 5 µM; 2.5% of 320,000 active; in the data active means activation above about 47%;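 further: 0% = vehicle wells and 100% = reference agonist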
procasp3 activ – activates human procaspase-3 | recombinant procaspase-3 D3A, Ac-DEVD-pNA absorbance 405 nm | activation, % at 8.5 µM | 0.11% of 330,000 active | AID 463141;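 active means activation above the mean of all tested compounds plus 3 SD, cut at about 21% in these data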;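 further: 0% = DMSO alone and 100% = DMSO wells spiked with extra 5 µM PC-3 D3A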
Target sequence (P42574 whole entry D9A/D28A/D175A): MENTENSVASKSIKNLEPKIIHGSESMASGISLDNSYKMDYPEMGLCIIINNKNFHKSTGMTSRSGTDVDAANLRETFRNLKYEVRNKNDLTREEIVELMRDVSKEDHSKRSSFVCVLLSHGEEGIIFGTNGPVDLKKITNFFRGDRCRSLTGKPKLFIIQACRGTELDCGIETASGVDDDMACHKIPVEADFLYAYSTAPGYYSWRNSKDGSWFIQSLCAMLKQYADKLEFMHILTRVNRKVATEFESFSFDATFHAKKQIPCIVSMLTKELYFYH
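System: Procaspase-3 D3A mutant. Medium: Zinc-free 300 mM NaCl, 50 mM HEPES, 0.01% Triton X-100. Schedule: 1 h preincubation plus 2 h reaction at 25 °C. Measured by: 405 nm absorbance of p-nitroaniline, reads at 0 and 120 min. Read-out: percent activation relative to control range.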
LAP4-GFP MLPCN – modulators of TOR pathway LAP4-GFP in S. cerevisiae; S. cerevisiae LAP4-GFP multiplex, flow cytometry GFP, 3 h; median GFP as percent of DMSO wells; GFP response vs DMSO, % at 10 µM; 0.34% of 320,000 active; AID 2023;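 active means GFP response vs DMSO above a set limit, about the screen mean plus 3 SD, cut at about 150% in these data; inconclusive means under 70 cell events counted for the yeast strain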
Numbers without * were called inactive; u = inconclusive; x = not tested or not shown; & = joins results of further samples; [ ] = dose if it differs, or a comment.

SMILES	RPL19A TOR yeast	proCasp7 act	JMJD2C inh	CR mimetic SO	MEP2 TOR yeast	AHR activator	procasp3 activ	LAP4-GFP MLPCN
NC(=O)C1CC(=O)N(c2ccc(OCc3ccc(Cl)cc3)cc2)C1 (stereo not drawn)	114	5	-3	96	110	0	5	102
Cc1ccc(-c2cc(C(=O)Nc3cc(C)on3)c3ccccc3n2)c(C)c1	105	16	7	97	116	9	2	116
CC(=O)Nc1ccc(SC[C@H](CC(C)C)N2CCN(CCc3ccccc3)CCC2=O)cc1	97	-12	2	104	89	48*	-16	133
COc1ccc(C(=O)C[n+]2ccccc2/C=N/O)cc1	105	-2	1	108	102	7	-2	88
O=C(Cn1c(=O)c2cccn2c2cccnc21)N1CCN(c2ccc(Cl)cc2)CC1	100	2	15	99	110	1	5	101
CCC(C)c1ccccc1NC(=O)Cc1coc2cc3c(cc12)CCC3 (stereo not drawn)	104	-2	-13	93	124	-1	-10	114
O=C(Nc1ccccc1)N1CCC(C(=O)N2CCN(S(=O)(=O)c3cccc(F)c3)CC2)CC1	101	4	9	93	103	-4	1	100
CSCC[C@H](NC(=O)c1nn(C)c(=O)c2ccccc12)c1nc2ccccc2[nH]1	99	1	2	85	107	6	6	100
CCC(=O)N1CCc2cc(Br)cc(S(=O)(=O)N3CCC(C(=O)NC(C)C)CC3)c21	101	-2	7	101	102	3	2	99
COc1ccc(CNC(=O)[C@@H](NC(=O)C2CCN(S(=O)(=O)c3ccc(C)cc3)CC2)C(C)C)cc1OC	100	4	8	89	99	4	2	93
Cc1ccc(C(=O)Nc2ccc(C(=O)N3CCCCC3)cc2)o1	100[may fluoresce green]	0	-6	92	103[may fluoresce green]	-2	-1	103[may fluoresce green]
CCSC(=S)c1c(C)[nH]n(-c2ccccc2)c1=O	101	0	0	110	105	2	-1	113
COc1ccc(C(=O)NCCNC(=O)c2ccc(OC)cc2)cc1	99	3	9	102	103	4	-4	108
CC(C)(C)C1C=C(Sc2ccccc2)C(=O)O1 (stereo not drawn)	106	0	3	93	105	1	5	108
O=C(Nc1nnc(C2=COCCO2)o1)c1ccc(S(=O)(=O)N2CCOCC2)cc1	104	8	-5	126	101	1	-4	99
CC(C)(C)OC(=O)NCc1ccc(CNC(=O)c2[nH]cnc2C(=O)NC2CCN(C(=O)OC(C)(C)C)CC2)cc1	97	-3	-1	79	99	1	7	106
COCCNC(=S)N/N=C/c1ccc(OCc2ccc(C(=O)OC)cc2)c(OC)c1	95	-9	-4	104	103	1	-5	92
Cc1cc(C)n2cc(CSc3nc4cc(Cl)ccc4o3)nc2n1	90	8	-5	99	141	-2	6	97
Cc1ccccc1C(OCCN(C)C)c1ccccc1 (stereo not drawn)	101&98	9&-2	-1&-34	96&98	102&100	-1&0	4&-4	95&100
O=C(CNCc1cccc(Cl)c1)N1CCc2ccccc2C1	103	-2	0	109	105	0	8	103
CCN(CC(=O)NNC(=O)c1ccccc1)Cc1ccc(OC)c(F)c1	97	16	-35	103	92	-1	10	91
Cc1ccc2nc(/N=C(\N)NC(=O)NC3CCCCC3)nc(C)c2c1	95	2	-7	98	93	-6	-11	107
O=C(COc1ccc(F)cc1)N(Cc1ccco1)C1CCS(=O)(=O)C1 (stereo not drawn)	105	-2	1	91	110	2	-4	93
Cc1cc(Br)ccc1OCCCCN1CCC(C)CC1	97	4	17	117	99	0	1	91
COc1ccc(C(C(=O)NC2CCCC2)N(CCO)C(=O)Cn2nnc(-c3ccc(C)o3)n2)cc1OC (stereo not drawn)	97	-8	10	107	92	1	-1	86

Entries of single compounds as entered above:
COc1ccc(C(C(=O)NC2CCCC2)N(CCO)C(=O)Cn2nnc(-c3ccc(C)o3)n2)cc1OC (stereo not drawn) as listed: RPL19A TOR yeast = 97; proCasp7 act = -8; JMJD2C inh = 10; CR mimetic SO = 107; MEP2 TOR yeast = 92; AHR activator = 1; procasp3 activ = -1; LAP4-GFP MLPCN = 86
CCC(C)c1ccccc1NC(=O)Cc1coc2cc3c(cc12)CCC3 (stereo not drawn) as listed: RPL19A TOR yeast = 104; proCasp7 act = -2; JMJD2C inh = -13; CR mimetic SO = 93; MEP2 TOR yeast = 124; AHR activator = -1; procasp3 activ = -10; LAP4-GFP MLPCN = 114

Returning to the listing; the 2 compounds before the break are reprinted first.
SMILES	RPL19A TOR yeast	proCasp7 act	JMJD2C inh	CR mimetic SO	MEP2 TOR yeast	AHR activator	procasp3 activ	LAP4-GFP MLPCN
Cc1cc(Br)ccc1OCCCCN1CCC(C)CC1	97	4	17	117	99	0	1	91
COc1ccc(C(C(=O)NC2CCCC2)N(CCO)C(=O)Cn2nnc(-c3ccc(C)o3)n2)cc1OC (stereo not drawn)	97	-8	10	107	92	1	-1	86
Cc1noc(C)c1NC(=O)N(C)C[C@H]1Oc2ccc(NC(=O)C3CCCCC3)cc2C(=O)N([C@H](C)CO)C[C@@H]1C	x	8	32	115	x	-1	9	x
CCn1c(CSc2nc(C)cc(C)n2)nnc1SCC(=O)Nc1cccc2ccccc12	95	-1	-1	91	92	8	4	96
Cc1cccc(NC(=O)COc2coc(CN3CCN(c4ccccc4)CC3)cc2=O)c1C	104	3	-4	110	105	0	2	115
Cn1c(=O)c2c(nc(N3CCCCC3)n2CC(O)COc2ccccc2)n(C)c1=O (stereo not drawn)	102	4	6	90	110	-1	2	100
Cc1cc(C)cc(N(CCC#N)C(=O)CSc2n[nH]c(N)n2)c1	96[may fluoresce violet]	2	7	102	95[may fluoresce violet]	0	-4	97[may fluoresce violet]
Cc1ncc(CO)c2c1Oc1nc(-c3ccccc3)nc(SCC(=O)N(C)c3ccccc3)c1C2	105	-14	29	95	109	4	-4	80
COC(=O)c1ccccc1SC(CC(=O)c1ccccc1)c1ccc(F)cc1 (stereo not drawn)	105	11	1	93	105	-9	-4	120
CC1CCCCC12NC(=O)N(CC(=O)N1CCN(C(=O)c3ccco3)CC1)C2=O (stereo not drawn)	92	-5	-5	94	92	1	11	93
Cn1c(C(F)(F)F)nc2c(=O)oc3ccccc3c21	98	7	25	87	101	-2	4	99
CN(C(=O)c1ccc(-c2nn(C)c(=O)c3ccccc23)cc1)c1ccccc1	98	9	2	88	101	-5	2	92
CNC(=O)C1CCN(S(=O)(=O)c2c(C)noc2/C=C/c2ccc(C)cc2)CC1	94	0	-7	84	103	1	8	100
O=C(c1ccco1)N1CCN(C(c2ccccn2)c2nnnn2C2CCCC2)CC1 (stereo not drawn)	93	4	0	87	93	1	-7	98
O=C1CCC(C(=O)N2CCC(O)(c3ccccc3)CC2)CN1CCc1ccccc1 (stereo not drawn)	102	x	9	88	93	x	x	62
Cc1ccc(NC(=O)c2ccc(-n3cncn3)c([N+](=O)[O-])c2)cc1F	101	0	4	92	105	3	-7	108
COc1ccccc1OCC(=O)N(Cc1nc(-c2ccc(Cl)cc2)no1)C(C)C	102	0	1	99	94	-3	10	97
O=C(C1CCN(CCCc2ccccc2)CC1)N1CCCCC1	100	12	-2	89	99	-1	5	91
CC(=O)Nc1sc(C)c(C)c1C(=O)OCC(=O)N(C)C1CCS(=O)(=O)C1 (stereo not drawn)	108	-6	-11	79	107	2	1	95
COCCNC(=O)C12CC3CC(C1)CC(c1ccccc1)(C3)C2	98	14	2	98	100	-1	3	99
CCOC(=O)CCCNC(=O)CN1CCC(c2nc3ccccc3s2)CC1	102	-4	-2	109	102	4	-4	97
Cc1cc(C)cc(NC(=O)N2CCC(C(=O)c3ccc(F)cc3)CC2)c1	103	7	14	102	103	6	0	103
COC(=O)c1ccc(CN2CCN(CCC(C)C)C(CCO)C2)cc1 (stereo not drawn)	101	4	-1	96	99	-3	6	92
CSc1nn2c(C(F)(F)F)cc(C(F)(F)F)nc2c1C(=O)O	100	3	-5	103	103	3	-4	111
C=CCn1c(SCc2ccc3c(c2)OCO3)nc2scc(-c3ccco3)c2c1=O	97	-6	7	107	96	-4	-4	110
CC1Cc2ccccc2N1C(=O)CCn1c(=O)oc2ccccc21 (stereo not drawn)	101	-3	-2	99	99	-1	1	113
CCCc1cc(=O)oc2c(C)c(O[C@@H]3O[C@H](CO)[C@@H](O)[C@H](O)[C@H]3O)ccc12	102	12	-4	97	101	4	8	90

Further records
SMILES	RPL19A TOR yeast	proCasp7 act	JMJD2C inh	CR mimetic SO	MEP2 TOR yeast	AHR activator	procasp3 activ	LAP4-GFP MLPCN
Oc1cccc(O)c1O	96	-37	x	109	98	12	-14	99
O=C(O)c1ccc(CNC(=S)Nc2ccccc2)cc1	99	-1	4	95	96	0	2	104
O=C(NCCN1CCOCC1)NC1(C(F)(F)F)Oc2ccccc2O1	100	5	5	84	104	-3	3	102
CC(=O)OCC(=O)Nc1c(C)cccc1C	100	10	5	100	86	0	-2	95
CC1(C)C[C@@H](O)[C@]2(C)CC[C@]3(C)C(=CCC4[C@@]5(C)CC[C@H](O)[C@](C)(CO)C5CC[C@]43C)[C@@H]2C1 (stereo partly drawn)	96	7	x	101	100	2	3	97
CCc1noc(C)c1C(=O)Nc1nc2c(C)cccc2s1	93	5	-2	116	98	13	1	150
O=S(=O)(c1ccccc1)N1CCN(Cc2cccc(Cl)c2)CC1	101	4	x	97	101	3	-2	104
Cc1ccccc1Nc1nc(N)nc(CCl)n1	97	-3	4	92	101	1	-6	134
O=C(N/C(=C/c1ccco1)C(=O)N1CCCCC1)c1cccs1	102	-4	-11	90	105	-3	8	108
COc1ccc(C2Nc3ccccc3NC3=C2C(=O)CC(C)(C)C3)cc1 (stereo not drawn)	104	-6	-7	105	103	2	6	96
CNC(=O)c1ccccc1NC(=O)c1cccc(S(=O)(=O)N2CCC(C)CC2)c1	92	8	-14	101	96	3	-5	93
COc1ccc(C(=O)Nc2nnc(SCC(=O)NCC3CCCO3)s2)cc1OC (stereo not drawn)	88	4	-8	98	96	6	-2	92
O=C(Nc1nnc(Cc2ccccc2)s1)C1CCC1	95	0	17	120	121	0	2	96
CC(C)(C)NC(=O)/C(=C\c1ccco1)NC(=O)c1ccco1	109	x	-11	100	152	x	x	117
Cc1ccc(C)c(OCC(=O)Nc2ccc(S(=O)(=O)Nc3ncccn3)cc2)c1	u	-5	-2	118	u	7	-1	u
CC1CCCCN1C(=O)c1cccc(NC(=O)c2ccccc2)c1 (stereo not drawn)	101	1	-2	92	101	3	2	88
Cc1oncc1C(=O)N1CCCC(CO)(Cc2ccc(F)cc2F)C1 (stereo not drawn)	98	2	15	84	97	0	1	93
COC(=O)CCc1ccc(OCC(O)CNC(C)C)cc1 (stereo not drawn)	101	-11	10	109	95	-3	11	103
CCC1CCCCN1CCCNC(=O)c1cc2c(=O)oc3ccc(C)cc3c2s1 (stereo not drawn)	100	-12	0	105	108	1	14	97
O=C(CNC(=O)C12CC3CC(CC(C3)C1)C2)N1CCN(S(=O)(=O)c2cccs2)CC1	101	19	-7	100	98	0	1	83
CC1=C(C(=O)OC2CCCC2)C(c2coc3ccccc3c2=O)C2=C(CC(C)(C)CC2=O)N1 (stereo not drawn)	109	7	-2	99	104	0	1	93
CCCN(CC1CC1)c1nc(N)c(C#N)c(CC#N)c1C#N	98	6	9	107	102	11	10	102
O=C(CN1C(=O)C2CCCCC2C1=O)Nc1cc(C(F)(F)F)ccc1N1CCCC1 (stereo not drawn)	98	1	-3	111	101	-1	6	105
CCC(Sc1nc(=O)cc(N)n1CCc1ccccc1)C(=O)Nc1ccccc1C#N (stereo not drawn)	100	-9	-1	96	97	8	-2	101

Compounds as they come, and some 3.8% of all compounds hit somewhere here.
